Bioassay records from PubChem BioAssay.
ARNT TACC3 PPI: disruptors of ARNT/TACC3 protein interaction, primary screen, biochemical, AlphaScreen, single concentration | AID 623870, 2012 | inhibition, % at 9.99 µM | Transforming acidic coiled-coil-containing protein 3 (Homo sapiens), Q9Y6A5 | actives 0.66% (n = 390,000) | AlphaScreen His-ARNT PAS-B/GST-TACC3 binding, luminescence; TACC3 fragment carries E629A point mutation;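 active = mean inhibition of replicates at least 50% and at least half of replicates each reaching 50%; inconclusive = half or more replicates reach 50% but mean below 50%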;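 note: 0% = complete ARNT plus TACC3 wells and 100% = ARNT alone without TACC3; many hits fall short of the cut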
GSIS activator: GLuc luminescence reporter in INS-1E cells, primary screen for activators of glucose-dependent secretion of insulin. activation, % at 16.6 µM. INS-1E GLuc reporter insulin secretion, 2-3 h. actives 0.61% (n = 370,000);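 active = lowest replicate activation of at least 40%, so every replicate reaches that level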;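 note: 0% = median of neutral control wells and 100% = median of IBMX positive control wells; some compounds called inactive have numbers as strong as hits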
Cneo AK release: Cryptococcus neoformans cell lysis inducers, primary screen, AK release luminescence, single concentration | C. neoformans lysis, adenylate kinase release luminescence, 4 h; normalised: neutral wells 0, clomiphene wells 100 | lysis activity, % at 15 µM | actives 0.2% (n = 360,000);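 active = mean lysis activity across replicates of at least 80%, whatever share of replicates individually reach that level; inactive = mean lysis activity below 80%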
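Material: C. neoformans cells; Schedule: 4 h static compound exposure, 37 °C, read 1 h post-reagent; Measured by: adenylate kinase release luminescence; Read-out: signal increase indicating cell lysis; Controls: Clomiphene as positive lysis control.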
PglD DTNB: C. jejuni PglD acetyltransferase inhibitors, primary screen, biochemical, DTNB colorimetric, single point. UDP-N-acetylbacillosamine N-acetyltransferase PglD (Campylobacter jejuni). purified PglD enzyme, DTNB colorimetric CoA detection. inhibition, % at 12.5 µM. actives 0.098% (n = 360,000). AID 602405, 2012; in the data active = inhibition above about 16%, passing the limit was not always enough; inconclusive = no clear call, values can overlap the other calls; note: strong numbers were not always called active
C2C12 statin: suppressors of statin myotoxicity in C2C12 myotubes, primary screen, cell-based, single point, plate reader. C2C12 myotubes + simvastatin, ATP luminescence, 48 h; scaled: DMSO 0, geranylgeraniol control 100. rescue of ATP level, % at 7.49 µM. actives 0.78% (n = 330,000). AID 602340, 2012;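 active = mean ATP rescue above about 67%, or every replicate alone reaching that limit, limit read from the data, passing the limit was not always enough; inconclusive = no clear call, values can overlap the other calls; inactive = mean under the limit and some replicate under it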;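 note: myotubes were challenged with 10 µM simvastatin during compound exposure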
LGR2 inh: inhibitors of bursicon-induced LGR2 CRE-luciferase signal, primary screen, cell-based, HEK293, CRE-luciferase reporter, bursicon stimulation; Drosophila bursicon receptor LGR2 (rickets); bursicon-stimulated, 4 h; inhibition, % at 9.99 µM; actives 0.35% (n = 380,000);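 active = drop in luminescence signal, shown as inhibition above about 50% in the replicate tests, limit read from the data, passing the limit was not always enough; inconclusive = probably only some replicates passing the limit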;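 note: agonist challenge used bursicon conditioned medium at about half maximal strength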
PAX8 inh HTS: inhibitors of PAX8-driven TPO luciferase reporter, primary screen, RMG-I cells, single concentration | actives 1.2% (n = 360,000) | SteadyGlo, 24 h | inhibition, % at 12.6 µM;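 active = mean replicate inhibition at least 60% with every replicate also reaching 60%; inconclusive = only one of the two criteria is met; inactive = mean below 60% and not all replicates reaching 60%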;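 note: luciferase light reporting Pax8 driven TPO promoter activity; plate controls were median of neutral control wells for no effect and mitoxantrone controls for full effect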
PGC1a acetyl inh: inhibitors of PGC1a acetylation signal, primary screen, cell-based, U2OS, AlphaScreen, inhibitor mode. actives 0.17% (n = 350,000). AlphaScreen anti-acetyl-lysine; with virally co-expressed GCN5 acetyltransferase. inhibition, % at 15.6 µM;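 active = every replicate shows inhibition of at least 40%; inconclusive = mean inhibition at least 40% but some replicate below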;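 note: 0% = neutral control wells and 100% = positive control wells; some results beyond the cut were filed as inactive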
* marks the source's active call; other numbers are inactive results; ? = inconclusive; / = no result given; & = joins results of further samples.

SMILES	ARNT TACC3 PPI	GSIS activator	Cneo AK release	PglD DTNB	C2C12 statin	LGR2 inh	PAX8 inh HTS	PGC1a acetyl inh
C[C@H](NC(=O)C[C@@H]1C[C@H]2c3cc(NC(=O)C4CCOCC4)ccc3O[C@H]2[C@@H](CO)O1)c1ccccc1	-4	16	44	5	-5	11	-16	-3
COc1cccc(-n2c(SCC(=O)NC(C)(C)C)nnc2-c2ccoc2C)c1	1	/	0	3	13	/	/	16
Cn1nc(C(=O)NCc2ccccc2)cc1C(=O)NCc1ccccc1	-10	5	2	-3	11	16	-3	/
FC(F)C(F)(F)c1cc(-c2ccc(Cl)cc2)n[nH]1	/	-34	0	2	/	-18	-71	18
COC(=O)[C@H]1[C@H](CO)[C@H]2Cn3c(ccc(-c4cccc(F)c4)c3=O)[C@H]2N1Cc1ccncc1	/	10	/	/	/	-7	8	11
O=C(O)c1ccccc1CSc1nc2ccccc2o1	/	/	0	4	/	/	-140	6
CCSc1nc2sccc2c(=O)n1-c1ccccc1	/	9	3	0	-2	-6	1	5
CCc1ccccc1NC(=O)c1sc2nc(C)cc(C)c2c1N	-25	27	6	4	-1	8	-11	-9
Cc1ccc(C(=O)c2cncc(Br)c2)cc1	-3	/	-1	6	5	/	-59	?
CC(=O)c1cccc(NC(=O)COC(=O)c2ccccc2C)c1	-4	1	-6	6	6	-71	-150	-3
CCc1nc2c(OCC(=O)C(C)(C)C)cccn2c1N(C=O)CC(=O)N(C)C	/	6	1	-1	7	10	-16	9
O=C(NCC1COCCO1)C1CCN(S(=O)(=O)c2ccccc2)CC1 (stereo not drawn)	-2	-3	0	1	1	-3	/	-2
COc1ccc(CC(=O)OCn2nnc3ccccc3c2=O)cc1OC	-36	44*	/	/	5	-8	4	13
COC(=O)C1=C(C)OC(N)=C(C#N)C1c1c(C)nn(C)c1C (stereo not drawn)	3	11	0	0	/	-14	-3	-5
CC(C)Oc1ccc(C(CC(=O)O)NC(=O)c2cccs2)cc1 (stereo not drawn)	/	/	3	6	0	/	/	2
COc1ccc(NC(=O)c2ccco2)cc1NC(=O)c1ccc(C)cc1	-7	12	-4	0	-36	/	-30	2
Cc1cccc(C2c3[nH]c4ccccc4c3CCN2C(=O)c2cn(C)c3ccccc3c2=O)n1 (stereo not drawn)	6	-13	/	/	/	-12	23	/
C[C@@H]1CCCCO[C@H](CN(C)S(=O)(=O)c2ccc(Cl)cc2)[C@H](C)CN([C@@H](C)CO)C(=O)c2cc(NS(=O)(=O)c3ccccc3)ccc2O1	/	-38	/	/	/	-1	50	-21
CC1(C)Cc2cccc(C(=O)NC3CCN(Cc4ccccc4)CC3)c2O1	2	5	4	-1	11	9	15	9
CC1CCCCC12NC(=O)N(Cc1cc(=O)n3ccsc3n1)C2=O (stereo not drawn)	8	20	-5	1	-6	-6	2	-3
COc1ccc(C)cc1NC(=O)COC(=O)C1CC1	-3	20	-1	3	2	/	/	6
CCCN1C[C@@H](C)[C@@H](OC)CN(C)C(=O)c2ccc(NC(=O)CC(F)(F)F)cc2OC[C@H]1C	/	-4	/	/	/	-18	-20	10
Cc1cccc(C)c1NC(=O)Nc1nnc([C@@H]2C[C@H](O)[C@@H](CO)O2)s1	/	-10	-1	-4	1	3	2	/
Brc1ccccc1-c1nnc(COc2ncnc3ccccc23)o1	-5	-6	20	4	-21	4	-10	3
COCCCn1c(SCc2nnc(-c3ccc(OC)c(OC)c3)o2)nnc1-c1ccncc1	-14	/	-1	3	-4	/	/	8

More structures follow.
SMILES	ARNT TACC3 PPI	GSIS activator	Cneo AK release	PglD DTNB	C2C12 statin	LGR2 inh	PAX8 inh HTS	PGC1a acetyl inh
CCC(=O)Nc1ccc2c(c1)OC[C@H](C)N(C(=O)CN1CCOCC1)C[C@@H](C)[C@H](OC)CN(C)C2=O	-9	0	3	-2	-3	5	-18	/
O=C(Cn1nc(C(F)F)cc1C(F)F)NNC(=S)Nc1ccc(F)cc1	9	-6	1	-3	7	14	/	-9
Cc1ccc(CNC(=O)/C(C#N)=C/c2ccc(C)s2)cc1	-2	/	-5	3	/	/	-8	6
O=C(CSc1nnc(NC(=O)c2c(F)cccc2F)s1)NC1CCCCC1	-2	-9	-1	5	0	18	-25	/
COc1ccc(CNC(=O)[C@H](C)NC(=O)C2CCN(S(=O)(=O)c3ccccc3)CC2)cc1	1	0	0	0	1	-5	-1	-7
CNC[C@@H]1OCCCC[C@@H](C)Oc2ccc(NC(=O)Nc3ccc(C(F)(F)F)cc3)cc2C(=O)N([C@@H](C)CO)C[C@H]1C	4	4	11	2	35	-21	15	-3
CCOc1ccccc1N(C(=O)Nc1ccc(Cl)cc1)C1=NC(C)CS1 (stereo not drawn)	-19	-4	/	/	/	2	-18	8
CC(C)NC(=O)N(C)C[C@H]1Oc2cc(C#CCN(C)C)ccc2S(=O)(=O)N([C@H](C)CO)C[C@@H]1C	-9	20	0	-1	-7	-13	/	3
CCCCCCCc1nn2c(=O)cc(O)nc2s1	/	10	-1	10	/	20	-6	/
CCc1nc2ccc(C(=O)N3CCN(C(=O)c4ccco4)CC3)cn2c1N(CC)CCOC	/	-3	-2	9	31	2	4	4
O=C(NCC1CCCO1)/C(=C/c1ccc(Cl)cc1)NC(=O)c1ccccc1 (stereo not drawn)	-12	12	/	/	/	-9	13	/
O=C(CSc1nc2ccccc2o1)Nc1nc2ccccc2s1	0	/	-1	2	-15	/	/	-7
CCCCN(CC)C(=O)Cc1ccccc1OC	/	/	3	-1	-5	/	/	4
C[C@H](CO)N1C[C@H](C)[C@H](CN(C)C(=O)c2ccncc2)Oc2cc(C3=CCCCC3)ccc2S1(=O)=O	-1	0	0	-2	9	-3	/	0
CCCC(=O)Nc1ccc2c(c1)C(=O)N(C)C[C@H](OC)[C@@H](C)CN(Cc1cccc(F)c1)[C@@H](C)CO2	2	-2	-6	4	-7	9	/	-2
CCC/C=C/c1ccc(CN2C(C)C(=O)N(Cc3cn(CCC4OCCO4)nn3)CCS2(=O)=O)cc1 (stereo not drawn)	/	-18	-1	0	-8	-4	3	6
O=c1oc2ccccc2c(N2CCCCC2)c1CN1CCCC1	-2	-1	-1	3	-7	13	/	-4
CNC[C@H]1OCCCC[C@@H](C)Oc2ccc(NS(=O)(=O)c3ccc(C)cc3)cc2C(=O)N([C@H](C)CO)C[C@H]1C	-3	15	-2	0	12	6	5	-34
CCNC(=O)[C@@H]1[C@@H](CO)[C@@H]2Cn3c(ccc(-c4ccccc4F)c3=O)[C@H]1N2C(=O)CC	-2	0	-2	-2	-8	7	-3	-9
Cc1ccc2nc(NC(=O)c3ccc(N4C(=O)CCC4=O)cc3)sc2c1	5	15	/	/	/	-71	-17	13
CC(C)(C)OC(=O)NCc1ccc(CNC(=O)c2[nH]cnc2C(=O)N[C@@H](Cc2ccccc2)C(=O)OC(C)(C)C)cc1	-5	-22	0	5	/	10	76*	-20
CC(C)NC(=O)Nc1ccc2c(c1)C(=O)N([C@H](C)CO)C[C@H](C)[C@H](CN(C)C(=O)CCCN(C)C)OCCCC[C@H](C)O2	/	45	/	/	/	-13	1	5
O=C(NCc1cccnc1)Nc1ccccc1	-5	13	0	-1	-3	-5	4	6
O=C(O)c1ccc(NC2(C(=O)O)CCCC2)cc1	-17	4	/	/	/	2	-12	/
CCN(CC)CCNCc1cc(Br)ccc1OCC(=O)NCc1ccccc1	-2	-4	/	/	/	5	14	/

Further entries.
SMILES	ARNT TACC3 PPI	GSIS activator	Cneo AK release	PglD DTNB	C2C12 statin	LGR2 inh	PAX8 inh HTS	PGC1a acetyl inh
CCc1ccc(NC(=O)Cn2nnc(-c3ccc(C)cc3-n3cnnn3)n2)cc1	-3	-13	1	-7	-49	9	3	-13
Cc1ccc(-c2ccc(=O)n(CC(=O)NCCCN3CCCCC3)n2)cc1	-2	-4	13	4	-2	5	/	/
CC(=O)N1CCC(C(=O)Nc2cc(C)cc(C)c2)CC1	-12	9	2	12	-4	-5	6	4
CC(=O)Nc1ccc(-c2nnn(CC(=O)Nc3ccc4c(c3)OCO4)n2)cc1Cl	4	9	/	/	/	1	-5	-8
Cc1cccc(NC(=S)NNC(=O)c2sccc2C)c1	11	-18	-2	5	-1	/	/	0
C=CCC1(CC=C)CCCN1C(=O)C1CCC(=O)N(CCc2ccccc2)C1 (stereo not drawn)	-50	-47	0	3	-16	-82	-202	/
C[C@@H]1CN([C@H](C)CO)C(=O)c2cc(Br)cnc2O[C@@H]1CN(C)C(=O)C1CCC1	/	19	/	/	3	-1	/	30
CCC1CCCCN1C(=O)Cn1c(=O)n(CCCC(=O)NCc2ccco2)c(=O)c2sccc21 (stereo not drawn)	-29	2	2	3	13	-8	15	/
C/C(=N\Nc1cc(C)nc(-c2ccccc2O)n1)c1ccccc1	2	-7	/	/	-49	2	-44	32
CCNC(=O)C[C@@H]1CC[C@H]2[C@@H](COC[C@@H](O)CN2C(=O)C2CC2)O1	-3	-10	-4	1	0	-2	-1	0
CCOc1ccccc1NC(=O)C(c1ccccc1)N1CCN(CC(=O)N2CCCC2)CC1 (stereo not drawn)	-2	-15	1	-4	16	-7	12	-3
O=C(CSc1nc2c(cnn2-c2cccc(Cl)c2)c(=O)[nH]1)NCCC1=CCCCC1	-5	8	0	-2	3	4	-5	0
COc1ccc(-c2ccc([C@H]3[C@@H](CO)N4C(=O)CN(C(=O)C5CCC5)C[C@@H]34)cc2)cc1	/	-7	/	/	/	6	-4	-9
CCCCN1C(=O)CC(Sc2ccccc2C(=O)O)C1=O (stereo not drawn)	-6	10	0	-1	-3	/	/	-2
COc1cccc(C(=O)CSc2nc3cccnc3n2C)c1	-4	6	-7	5	0	/	-6	4
CCCCNC(=O)C1c2ccccc2Oc2ccccc21	-4	8	/	/	/	-1	-14	/
Cc1cccc(OCC(=O)OCC(=O)N2CCN(C(=O)c3ccco3)CC2)c1C	-7	3	4	-4	/	12	-3	10
CN(C)CC(=O)Nc1ccc2c(c1)[C@@H]1C[C@H](CC(=O)NCCc3ccccc3)O[C@@H](CO)[C@@H]1O2	-15	-6	7	-2	3	11	2	8
C[C@H]1CCCCO[C@H](CN(C)Cc2ccccc2)[C@@H](C)CN([C@@H](C)CO)C(=O)c2cc(NC(=O)CCC(F)(F)F)ccc2O1	-8	-6&-4	-7	-2	-9&44	7&16	-14&-8	-24&-3
Clc1ccc(C2=NNC(=NCc3ccc4c(c3)OCO4)SC2)cc1	28	/	-1	3	/	/	30	0
Cc1ccc(CNC(=O)c2ccc(NC(=O)CCS(=O)(=O)c3cccs3)cc2)cc1	-2	/	0	0	2	/	9	-7
Clc1ccc(Cl)c(OCCN2CCCC2)c1	2	/	4	0	4	/	-43	/
O=C(c1ccc2ccccc2n1)N1CCN(c2ccccc2)CC1	-3	-1	2	-2	4	-3	/	-3
C[C@@H]1CN([C@H](C)CO)C(=O)c2cc(NS(=O)(=O)c3ccc(Cl)cc3)ccc2O[C@@H](C)CCCCO[C@H]1CN(C)Cc1ccc(Cl)c(Cl)c1	1	-8	5	9	/	9	113*	16
CCOC(=O)c1ccccc1NC(=O)COC(=O)CSCC(=O)Nc1cc(C)on1	-1	22	-1	2	-17	-6	0	/
